# High-throughput results from PubChem.
# DTT redox prof – compounds producing H2O2 with reducing agent – biochemical, NIH compound library profiling, artefact control for MLSCN library redox annotation, primary screen; hit rate 0.03% among 200,000; DTT-dependent redox cycling H2O2, phenol red/HRP absorbance; 100% = 100 µM peroxide control, 0% = buffer; activation, % at 10 µM;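 active means activation of at least 50% relative to the plate's high and low controls in the primary single-dose screen; inactive means activation below 50%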;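 further: compound incubated with DTT at 0.8 mM final as the reducing agent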
# TLR4-MyD88 BLA – TLR4-MyD88 interaction inhibition in cells; HeLa CL3-4 TLR4/MyD88 BLA complementation, FRET ratio; inhibition, % at 8.4 µM; hit rate 0.18% among 200,000; in the data active means inhibition above about 25%;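 further: 0% = vehicle and 100% = reference inhibitor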
# Target sequence (O00206 whole entry, looked up): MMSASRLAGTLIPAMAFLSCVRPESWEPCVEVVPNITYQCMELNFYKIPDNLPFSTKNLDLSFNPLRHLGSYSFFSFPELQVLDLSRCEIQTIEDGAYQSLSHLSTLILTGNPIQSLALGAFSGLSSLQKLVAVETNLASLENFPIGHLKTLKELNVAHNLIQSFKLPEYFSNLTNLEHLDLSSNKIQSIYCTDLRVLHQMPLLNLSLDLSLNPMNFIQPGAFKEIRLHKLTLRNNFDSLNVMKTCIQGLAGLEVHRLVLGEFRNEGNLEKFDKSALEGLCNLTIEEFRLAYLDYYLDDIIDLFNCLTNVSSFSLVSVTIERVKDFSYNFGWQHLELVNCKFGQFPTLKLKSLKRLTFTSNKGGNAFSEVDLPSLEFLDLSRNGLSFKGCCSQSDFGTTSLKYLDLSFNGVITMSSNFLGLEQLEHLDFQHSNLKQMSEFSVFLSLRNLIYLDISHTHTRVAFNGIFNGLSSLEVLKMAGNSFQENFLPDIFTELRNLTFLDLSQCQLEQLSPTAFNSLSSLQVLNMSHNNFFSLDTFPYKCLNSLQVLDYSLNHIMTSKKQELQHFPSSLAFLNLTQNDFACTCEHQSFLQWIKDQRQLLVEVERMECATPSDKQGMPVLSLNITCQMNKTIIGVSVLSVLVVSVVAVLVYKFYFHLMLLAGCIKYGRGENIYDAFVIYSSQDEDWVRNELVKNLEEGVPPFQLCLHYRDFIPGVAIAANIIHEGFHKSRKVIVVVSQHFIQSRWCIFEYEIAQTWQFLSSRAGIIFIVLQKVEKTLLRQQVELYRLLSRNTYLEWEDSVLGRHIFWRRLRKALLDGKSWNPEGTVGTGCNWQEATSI
# Target sequence (Q99836 whole entry, looked up): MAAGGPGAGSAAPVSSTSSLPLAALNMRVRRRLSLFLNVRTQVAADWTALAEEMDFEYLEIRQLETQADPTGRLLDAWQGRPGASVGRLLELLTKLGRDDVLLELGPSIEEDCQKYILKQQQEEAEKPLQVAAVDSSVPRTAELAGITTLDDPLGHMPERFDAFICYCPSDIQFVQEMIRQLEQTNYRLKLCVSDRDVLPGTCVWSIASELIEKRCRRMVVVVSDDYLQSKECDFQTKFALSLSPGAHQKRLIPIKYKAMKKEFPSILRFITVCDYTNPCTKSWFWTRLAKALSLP
# Hsp70 activator – transcriptional activators of Hsp70. HeLa Hsp70 promoter luciferase reporter, luminescence; scaled: vehicle 0, proteasome-inhibitor control 100%. activation, % at 10 µM. hit rate 0.04% among 200,000;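 active means activation above the mean across all tested compounds plus 3 SD, cutoff set per campaign, cut at about 5.5% in these data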;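 further: 100% = MG132 at 30 µM as the positive control and 0% = DMSO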
# STAT3 act – activators of IL-6 induced STAT3 signaling. U3A cells, IL-6 STAT3-luciferase reporter, luminescence; 100% = signal with IL-6 EC80 alone. activation (% of control), % at 5.6 µM. hit rate 0.91% among 190,000. AID 871;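 active means activation above the screen-wide mean of compound activation plus 3 SD, cut at about 130% in these data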;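 further: 0% = background luminescence of wells with medium and substrate only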
#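 Test system: human U3A cells carrying STAT3-luciferase construct; control set: IL-6-only wells as 100% reference; timing: compound pre-incubation 1 h before IL-6, then 6 h stimulation at 37 °C; also added: IL-6 stimulus at 33 ng/mL final; evaluation: % activation versus median of IL-6-stimulated wells; detection: reporter luminescence signal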
# APP 5'UTR act – APP 5'UTR luciferase reporter activation. SH-SY5Y APP 5'UTR luciferase reporter, luminescence; zero percent = DMSO vehicle wells. activation, % at 2 µM. hit rate 1% among 190,000;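 active means activation above a set limit, based on mean plus 3 SD of controls, cut at about 140% in these data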; further: values of inactives mirror those of a sister screen read the other way
# HMGR II inh – inhibitors of class II HMG-CoA reductase from Enterococcus faecalis; inhibition, % at 10 µM; purified E. faecalis HMGR, NADPH absorbance 340 nm kinetic; hit rate 0.41% among 190,000;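 active means inhibition above a set limit, the median over all tested compounds plus 3 SD, cut at about 9.5% in these data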;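 further: enzyme runs in reverse so mevalonate oxidation gives rising NADPH absorbance; 0% = complete reaction with DMSO and 100% = background rate lacking mevalonate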
# STAT3 blocker – reduces IL-6 driven STAT3 reporter signal | U3A cells, IL-6 STAT3-luciferase reporter, luminescence; host cell line lacks STAT1 | inhibition, % at 5.5 µM | hit rate 0.89% among 190,000;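 active means inhibition above the mean inhibition across all screened compounds plus 3 SD, cut at about 44% in these data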;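 further: 0% = DMSO only wells and 100% = 100 µM nifuroxazide control wells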
# STAT1 blocker – STAT1 signaling inhibition. AID 920. NIH 3T3 STAT1-luciferase reporter, IFN-gamma, luminescence. hit rate 0.35% among 200,000. inhibition, % at 5.5 µM;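 active means inhibition above a set limit, the mean inhibition across all tested compounds plus 3 SD, cut at about 34% in these data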;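 further: 0% = IFN-gamma with DMSO and 100% = IFN-gamma with 300 µM nifuroxazide; values of inactives mirror those of a sister screen read the other way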
# NF-kB expr up – compounds increasing NF-kB expression in human neuronal cells | NF-kB reporter expression; active compounds read high | fold change at 12.5 µM | hit rate 1.6% among 190,000 | AID 1239; in the data active means fold change above about 3.3
# STAT1 activator – activators of IFN-gamma induced STAT1 signaling; NIH 3T3 STAT1-luciferase reporter, luminescence; 100% = IFN-gamma alone, no compound; activation (% of control), % at 5.5 µM; hit rate 2.6% among 200,000;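 active means activation above the screen-wide mean activation plus 3 SD, cut at about 130% in these data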;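 further: raw ratio to IFN-gamma control signal so 100% means no change and 0% no light; values of inactives mirror those of a sister screen read the other way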
# Starred values were filed as active, the others as inactive; . = not tested or not shown. Outcome played no part in choosing rows. About 5.6% of those tested had a hit in this group.
# The line under a structure holds: DTT redox prof, TLR4-MyD88 BLA, Hsp70 activator, STAT3 act, APP 5'UTR act, HMGR II inh, STAT3 blocker, STAT1 blocker, NF-kB expr up, STAT1 activator
- COc1cc(/C=N/NC(=O)CCN2CCN(c3ccccc3)CC2)cc(OC)c1OC
  -0.2, -11, -0.3, 109, 3, -2, -7, 0, 1, 100
- Cc1c(NC(=O)CN2CCN(c3ccc([N+](=O)[O-])cc3)CC2)c(=O)n(-c2ccccc2)n1C
  0.1, 1, -0.4, 101, -8, 2, 1, -4, 0.97, 102
- CN1CCN(c2ccc(NC(=O)c3ccc(C(F)(F)F)cc3)cn2)CC1
  -2.1, 0, -0.3, 92, 11, 2, 15, -7, 1, 105
- O=C(CN1C(=O)c2cccc3cccc1c23)Nc1ccccc1C(=O)NCc1ccco1
  2.5, -4, -0.3, 99, 4, -5, 6, 9, ., 92
- CC(C(=O)Nc1ccc(F)c(F)c1F)N(C)CC(=O)Nc1ccccc1Br (configuration not stated)
  0.1, -14, -0.5, 91, 8, -13, 15, 1, 1.6, 99
- CCNC(=S)Nc1ccc(Cc2ccncc2)cc1
  3.7, 5, -0.1, 99, -13, -2, 4, -11, 1.1, 108
- O=C(O)C1CCCCN1S(=O)(=O)c1ccc2ccccc2c1 (configuration not stated)
  0.2, 1, -0.4, 106, ., -2, -8, 4, 1.2, 96
- CCOC(CNC(=O)CCc1c(C)nc2ncnn2c1C)OCC
  -1.1, 1, 0.0, 102, -7, 5, -1, -15, 1.1, 114
- Cc1ccc(/C=N/n2c(C)nc3ccccc3c2=O)o1
  -1.8, 6, -0.1, 88, -6, 8, 20, -3, 1, 101
- CCNC(=S)N1CCN(CC(=O)Nc2ccc(OC)cc2)CC1
  -0.4, 14, 0.1, 102, 6, -1, 2, -6, 1.1, 104
- c1ccc(CNc2ncnc3nc[nH]c23)nc1
  -1.0, -3, -0.2, 96, 7, -1, 13, 0, 1.5, 100
- Cc1c(C(=O)N/N=C/C(C)C)[nH]c2c([N+](=O)[O-])cccc12
  0.9, -4, -0.4, 105, -92, 2, -4, 33, 1.1, 71
- O=C(c1cccc(C(F)(F)F)c1)C1CCCN(C(=O)CN2CCCC2=O)C1 (configuration not stated)
  -0.8, 0, -0.2, 101, 2, 3, 3, 4, 1.1, 95
- CN(C)CCCn1c(SCC(=O)N2CC(=O)Nc3ccccc32)nc2ccccc2c1=O
  -1.5, -4, 0.0, 108, 1, -7, -7, -8, 1.2, 107
- CCc1cccc(NC2c3ccccc3C(=O)N2c2ccc(C)cn2)c1 (configuration not stated)
  -1.3, -2, 0.3, 107, 14, -4, -4, -8, 1.1, 107
- CCc1nnc(NC(=O)c2oc3cc(C)c(C)cc3c2C)s1
  -0.4, -8, -0.3, 91, 17, 0, 12, 0, 1.4, 100
- COc1ccc(S(=O)(=O)Cc2ccc(C(=O)N3CCN(c4ccccc4)CC3)o2)cc1
  0.1, -8, -0.3, 99, 10, -6, 0, 2, 0.56, 96
- C[C@H](NC(=O)c1ccccc1Cl)C(=O)NCc1cccs1
  -0.2, -3, -0.2, 102, 19, 1, 6, 16, 1.1, 86
- CCc1cc(=O)oc2cc(C)c(CN3CCCC(C)C3)c(O)c12 (configuration not stated)
  0.2, 1, 0.0, 99, 9, -6, 3, -4, 1, 104
- CCOc1ccccc1NC(=O)C(OC(=O)c1ccccc1)c1ccccc1 (configuration not stated)
  0.1, 7, -0.5, 104, 2, 2, -1, 1, 0.78, 99
- COc1ccc(-c2[nH]ncc2/C=N/NC(=O)c2cccc([N+](=O)[O-])c2)cc1OC
  -1.5, -3, -0.4, 101, 4, -4, 1, 1, 0.68, 97
- COc1ccc2c(COC(=O)c3n[nH]c4ccccc34)cc(=O)oc2c1
  -0.7, 12, 0.4, 96, 60, 3, 10, -30, 1.4, 128
- O=C1C=C(NC(=O)Nc2ccc(Cl)c(Cl)c2)CCC1
  0.0, -7, -0.2, 87, 16, -2, 20, -11, 1.5, 109
- O=C(CCc1ccc(S(=O)(=O)NCCc2ccccc2)cc1)NCc1ccc2c(c1)OCO2
  0.1, 6, -0.1, 98, -23, -2, 8, 7, 1.1, 93
- CCOC(=O)c1cc(-c2nnc(-c3ccc(Cl)cc3)o2)c(C)nc1C
  -2.1, -7, -0.3, 101, 3, -9, 4, -14, 1.4, 113
- C=CCOc1ccc(/C=C/C(C)=N\O)cc1
  1.9, 1, 0.0, 99, 92, -2, 5, -35, 4.2*, 132*
- CN(C)c1ccc2c(=O)[nH][nH]c(=O)c2c1
  -1.0, 1, -0.4, 103, 13, -3, 0, -4, 1.2, 103
- CCOC(=O)CC1(C)SC(NC(C)=O)=NN1C(C)=O (configuration not stated)
  0.1, -6, -0.1, 106, -4, 1, -2, 0, 1.1, 98
- CC1CC(Nc2ccccc2)=CC(=O)O1 (configuration not stated)
  1.3, 18, -0.2, 114, 3, 1, -13, 1, 0.97, 99
- COCc1cc(C)nc(SCC(=O)Nc2ccccc2C)c1C#N
  0.8, 14, -0.2, 93, -2, -4, 12, 16, 1, 85
- COc1ccc(S(=O)(=O)N2CCc3ccccc32)cc1C(=O)OCC(=O)c1c(N)n(C)c(=O)n(C)c1=O
  -1.2, 1, 0.5, 110, -9, -7, -4, -7, ., 107
- CCOC(=O)CSc1nc(C)nc2c1sc1nc(C)c(C(C)=O)c(-c3ccc(OC)cc3)c12
  0.3, 9, -0.1, 109, 10, -2, -8, -4, 0.98, 104
- O=S(=O)(Nc1cccnc1)c1cc(Cl)ccc1Cl
  2.6, 1, -0.3, 107, 11, 1, -4, -1, 1.1, 101
- Cc1cc(-n2cnnn2)ccc1C(C)C
  -2.0, -11, -0.1, 106, 37, -1, -8, -14, 1.3, 114
- CC(=O)c1ccc(N2CCN(c3ccc(C(N)=O)cc3[N+](=O)[O-])CC2)cc1
  -0.3, -14, -0.3, 86, -4, 1, 21, 6, 0.69, 92
- COc1ccc(S(=O)(=O)n2ccnc2)c2cccnc12
  -3.2, -7, -0.1, 103, 22, -2, -1, 1, 1.1, 99
- NNC(=O)[C@H]1C[C@@H]1c1ccccc1
  -0.2, 5, -0.5, 95, -8, -3, 10, 0, 1.2, 100
- O=C(COC(=O)CCC(=O)c1cccs1)NC1CC1
  -0.1, -6, -0.3, 103, 1, -4, -5, 3, 0.96, 97
- C/C(=N\NC(=O)c1cc(-c2ccncc2)nc2ccccc12)c1ccc(OC(F)F)cc1
  0.5, 0, -0.1, 107, -12, 4, -4, -11, 0.9, 110
- CCC(C)NS(=O)(=O)c1ccc(OCC(=O)N2CCCCC2)cc1 (configuration not stated)
  0.3, 1, -0.5, 99, -6, -5, 4, -7, 1.1, 106
- CCOC(=O)CNC(=O)C1Cc2ccccc2CN1S(=O)(=O)c1cccs1 (configuration not stated)
  -0.8, -12, 0.0, 94, -14, -1, 12, -6, 1.1, 104
- COCCOC(=O)C1=C(C)N=C2SCCC(=O)N2C1/C=C/c1ccccc1 (configuration not stated)
  2.5, 4, -0.3, 97, 7, -5, 8, -3, 0.81, 103
- COc1ccc2nc(-c3ccco3)c(-c3ccco3)nc2c1
  1.4, -3, -0.2, 102, 6, -1, 4, 1, 0.75, 99
- CC(=O)Nc1ccccc1/C=C/c1ccc2c(C)ccc(O)c2n1
  -0.3, -10, -0.1, 96, 6, 1, 2, -7, 1.2, 109
- O=C(c1cccs1)N1CCc2ccccc2C1
  -1.0, -5, -0.3, 93, 29, -7, 12, -9, 1.4, 107
- C(=N\N=C\c1cccs1)/c1cccs1
  -0.2, -2, 0.0, 87, 91, -4, 20, -77, 3.3, 167*
- CCCCC(CC)C1OCC(CN2CCCC2)O1 (configuration not stated)
  0.0, -6, 0.6, 100, 1, 0, 6, -6, 1.3, 106
- COc1ccc(-c2nc3scc(-c4ccccc4)n3n2)cc1
  5.5, 2, -0.4, 160*, 27, 4, -67, 12, 1.2, 89
- CN1CCN(c2ccc(NC(=O)c3ccc(Cl)cc3)cn2)CC1
  -2.0, 10, -0.2, 101, 24, -6, 6, -25, 1.3, 122
- O=C(CN1C(=O)/C(=C/c2cccc(Br)c2)SC1=S)N1CCCC1
  0.2, -5, -0.1, 100, -9, -5, 3, 1, 1.3, 99
- O=C1C2C3C=CC(C4CC34)C2C(=O)N1/N=C/c1ccc(-c2ccc(F)cc2[N+](=O)[O-])o1 (configuration not stated)
  0.4, -6, 1.9, 109, -8, -7, -11, -5, 0.58, 102
- COC(=O)c1ccccc1NC(=O)c1ccc2c(c1)OCCO2
  0.4, 0, -0.2, 84, 16, -4, 22, -1, 0.96, 105
- c1ccc(NCCCNc2ccccc2)cc1
  -0.6, 1, -0.1, 95, 4, 0, 9, -8, 1.6, 113
- CCN1C(=C(C#N)C#N)C=Cc2ccccc21
  -0.4, 2, -0.4, 94, 4, -1, 18, -3, 1.1, 102
- COc1cccc(/C(N)=N/OC(=O)Cc2ccccc2[N+](=O)[O-])c1
  -0.4, -2, -0.1, 100, 13, 0, 7, -34, 1.5, 130*
- CCN(CC)c1ncnc2sc3c(c12)CCC3
  2.3, 18, -0.5, 102, 10, 1, 2, 2, 0.86, 98

# In the list so far, these contain a thiophene ring, fused or not:
# The line under a structure holds: DTT redox prof, TLR4-MyD88 BLA, Hsp70 activator, STAT3 act, APP 5'UTR act, HMGR II inh, STAT3 blocker, STAT1 blocker, NF-kB expr up, STAT1 activator
- C[C@H](NC(=O)c1ccccc1Cl)C(=O)NCc1cccs1
  -0.2, -3, -0.2, 102, 19, 1, 6, 16, 1.1, 86
- CCOC(=O)CSc1nc(C)nc2c1sc1nc(C)c(C(C)=O)c(-c3ccc(OC)cc3)c12
  0.3, 9, -0.1, 109, 10, -2, -8, -4, 0.98, 104
- O=C(COC(=O)CCC(=O)c1cccs1)NC1CC1
  -0.1, -6, -0.3, 103, 1, -4, -5, 3, 0.96, 97
- CCOC(=O)CNC(=O)C1Cc2ccccc2CN1S(=O)(=O)c1cccs1 (configuration not stated)
  -0.8, -12, 0.0, 94, -14, -1, 12, -6, 1.1, 104
- O=C(c1cccs1)N1CCc2ccccc2C1
  -1.0, -5, -0.3, 93, 29, -7, 12, -9, 1.4, 107
- C(=N\N=C\c1cccs1)/c1cccs1
  -0.2, -2, 0.0, 87, 91, -4, 20, -77, 3.3, 167*
- CCN(CC)c1ncnc2sc3c(c12)CCC3
  2.3, 18, -0.5, 102, 10, 1, 2, 2, 0.86, 98
